Tb PFK block: blocks T. brucei phosphofructokinase; T. brucei PFK, ADP-Glo luminescence; Potency, µM (highest dose often 57.5 µM), without a hit: at the highest dose activity, negative = inhibition, usual class: inhibitors; O15648; actives 0.17% (n = 330,000);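 also: potency is read from the fitted curve at half-maximal effect; 0% = uninhibited 1x PFK enzyme wells and -100% = no-enzyme wells; nearly all actives have a fitted effect of over 60% in size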
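1.25 nM PFK with 0.5 mM F6P and 0.1 mM ATP in 0.1 M TEA pH 8.0, 5 mM MgCl2, incubated 45 min at room temperature; ADP measured by ADP-Glo luminescence; compounds titrated up to 57 uM.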
KCNH2 WT inh: blocks the wildtype human KCNH2 potassium channel; actives 0.37% (n = 340,000); U2OS, BacMam KCNH2, thallium flux FluxOr; active compounds read low; activity change, % at 1.84 µM; AID 720551;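 active = maximum activity change below -70%; inconclusive = maximum activity change between -70% and -50%; inactive = maximum activity change above -50%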; also: % is scaled to controls: 0 for no effect and ±100 for the full control effect
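U2OS cells transduced with wild-type KCNH2 virus are loaded with FluxOr dye for 45 min, and thallium flux is measured in kinetic reads before and after stimulation buffer. Rate constants are normalized to DMSO controls.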
FBPA coupling cs: coupling enzyme interference in Giardia aldolase counter-screen; AID 2472; activity change, negative = inhibition, % at 58.2 µM, hits read low; coupling enzyme system counterscreen, AmpLite Red fluorescence; actives 0.67% (n = 290,000); in the data active = activity change below about -30%; also: % is scaled to controls: 0 for no effect and ±100 for the full control effect
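Counterscreen lacking aldolase: glyceraldehyde-3-phosphate coupling-enzyme reagent preincubated 10 min at RT with compound (at 57.5 uM final), then substrate/coupling system with AmpLite Red added; fluorescence read at 525/598 nm after 20 min RT.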
TSHR antag: antagonists of human thyroid stimulating hormone receptor; activity change, negative = inhibition, % at 11.5 µM; actives 0.2% (n = 330,000); P16473; TSHR-expressing cells, TSH-stimulated cAMP HTRF, 2 h; active compounds read low;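 active = activity change below a set negative limit, meaning inhibition stronger than a set level, cut at about -70% in these data; inconclusive = activity change between two set negative limits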; also: % is scaled to controls: 0 for no effect and ±100 for the full control effect
Target sequence (P16473 whole entry, looked up): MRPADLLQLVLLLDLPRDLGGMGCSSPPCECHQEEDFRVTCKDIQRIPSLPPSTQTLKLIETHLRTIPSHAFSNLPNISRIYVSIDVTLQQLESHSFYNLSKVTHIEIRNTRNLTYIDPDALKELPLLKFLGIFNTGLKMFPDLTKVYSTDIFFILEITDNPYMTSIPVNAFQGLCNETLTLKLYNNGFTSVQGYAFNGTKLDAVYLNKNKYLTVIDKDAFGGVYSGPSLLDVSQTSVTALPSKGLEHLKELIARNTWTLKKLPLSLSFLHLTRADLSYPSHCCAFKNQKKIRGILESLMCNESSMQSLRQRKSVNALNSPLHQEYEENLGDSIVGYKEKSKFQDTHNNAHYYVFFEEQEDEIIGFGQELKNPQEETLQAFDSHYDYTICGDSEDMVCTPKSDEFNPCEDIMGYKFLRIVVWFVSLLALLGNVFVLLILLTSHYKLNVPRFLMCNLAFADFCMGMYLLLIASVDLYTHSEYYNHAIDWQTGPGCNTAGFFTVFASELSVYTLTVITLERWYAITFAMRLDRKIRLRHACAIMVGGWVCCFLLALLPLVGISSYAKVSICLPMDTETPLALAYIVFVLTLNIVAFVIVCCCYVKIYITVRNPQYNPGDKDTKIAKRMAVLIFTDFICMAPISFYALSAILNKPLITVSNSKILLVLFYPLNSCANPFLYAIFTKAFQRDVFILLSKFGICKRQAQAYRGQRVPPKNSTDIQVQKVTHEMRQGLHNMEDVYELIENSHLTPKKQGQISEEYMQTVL
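TSHR-expressing cells were treated with compounds, then stimulated with TSH at EC80 (4nM final) for 2 hours at 37 deg C. Cellular cAMP was measured by HTRF competition between lysate cAMP and cAMP-d2 for a cryptate-labelled anti-cAMP antibody.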
MLL CXXC-DNA inh: blocks binding of human MLL CXXC domain to DNA; MLL-CXXC / FITC-HOXA9 DNA fluorescence polarization; actives 0.037% (n = 290,000); Potency, µM (highest dose often 115 µM), inactives show at the highest dose activity change, negative = inhibition, usual class: inhibitors; AID 2662; Q03164; active = well fitted inhibition curve with a large enough effect in the polarisation, with a control signal flat, not every such curve was filed as active; inconclusive = small, poorly fitted or top-dose-only effect, or effect the other way, or a change in a side signal; inactive = no such curve, though single readings can be large or run the other way; the % refers to the polarisation; also: potency is read from the fitted curve at half-maximal effect
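Purified MLL-CXXC (added from a 7 uM solution) was preincubated 5 min at ambient with pinned compounds in 50 mM Tris-HCl pH 7.5, 50 mM NaCl, 1 mM DTT, 0.05% BSA. Fluorescein-labeled HOX-A9 DNA (50 nM solution) followed, 30 min, then polarization read.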
BCR signal inh: blocks chronic active B-cell receptor signaling | ABC-DLBCL IkBa-CBG/CBR reporter, luminescence ratio, 4 h | actives 0.05% (n = 340,000) | Potency, µM (titrated, usually from 46.1 µM), without a hit: at the top dose ratio change, negative = lower green/red ratio, usual class: inhibitors | AID 493014; active = well fitted inhibition curve with a large enough effect in the signal ratio, with a control signal flat, not every such curve was filed as active; inconclusive = small, poorly fitted or top-dose-only effect, or effect the other way, or a change in a side signal; the % refers to the signal ratio;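 also: potency is read from the fitted curve at half-maximal effect; plate controls were basal doxycycline-induced cells for no effect and cells given 10 µM MG132 for full effect; MG132 reads +100%, hits lower the ratio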
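Doxycycline induced both beetle luciferases in TMD8 lymphoma cells; IKK-driven degradation limits the IkappaBalpha-fused green signal, while red luminescence normalises for cell number and nonspecific effects. Compounds tested up to 46 uM, 4 hrs.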
Giardia kill: kills Giardia lamblia | Giardia lamblia trophozoite viability | activity change, % at 7.66 µM, hits read low | actives 0.15% (n = 340,000) | AID 540267; in the data active = activity change below about -80%; inconclusive = between about -30% and that limit;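 also: parasites exposed to compound for two days anaerobically before the ATP read; % is scaled to controls: 0 for no effect and ±100 for the full control effect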
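Each well holds 100 Giardia trophozoites and compound. After two days (48 hrs) at 37 deg C in anaerobic conditions, ATP is quantified by luminescence.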
TCR activator: activates T cell receptor signaling; primary human leukocytes, anti-CD3, IL-2 HTRF, 48 h; Potency, µM (series often up to 9.22 µM), inactives show at the top dose activation of IL-2 secretion, hits mostly activators; 330,000 tested, under 10 active; also: % of control where 0% means no effect
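Compounds are tested in HTS on primary human leukocytes co-incubated with a-CD3 beads for 48 hr. IL-2 output is measured by time-resolved FRET.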
GALK inhibitor: galactokinase (human) inhibition; Purified GALK, Kinase-Glo residual ATP luminescence; Potency, µM (series often up to 57.5 µM), inactives show at the top dose activity change, negative = inhibition, most hits filed as inhibitors; actives 0.007% (n = 270,000); also: potency is read from the fitted curve at half-maximal effect; % is scaled to controls: 0 for no effect and ±100 for the full control effect
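Human GALK (5 nM) with 35 uM ATP and 100 uM galactose in 20 mM HEPES pH 8.0, 5 mM MgCl2, 60 mM NaCl, 1 mM DTT, 0.01% BSA. After 1 h at room temperature, leftover ATP was read by Kinase-Glo Plus luminescence.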
AT treatment: potential ataxia-telangiectasia treatments restoring KAP-1 phosphorylation | actives 0.19% (n = 320,000) | […] A-T fibroblasts, KAP-1 phosphorylation AlphaLISA; neocarzinostatin DNA damage 30 min before lysis | Potency, µM (doses to about 57.5 µM), for the others: top-dose activation, hits mostly activators; also: potency is read from the fitted curve at half-maximal effect; % of control where 0% means no effect; nearly all actives have a fitted effect of over 45% in size
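hTERT-immortalized A-T patient fibroblasts ([…]), 500 cells/well in OPTI-MEM, 1% FBS, got compounds for 60 min, then NCS for 30 min at 37C. Lysates were then assayed for phospho-KAP-1 by AlphaLISA (anti-pKAP1 donor, anti-KAP1 acceptor beads), 6 hr at 25C.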
Active calls of the source: *; ? = inconclusive; · = no result given; [ ] = dose if it differs, or a comment. Unless noted, calls follow the shape of the dose curve; as a rule, active = well fitted curve in the direction sought with a large enough effect; inconclusive = small, poorly fitted or top-dose-only effect, or another doubt; inactive = no such curve, though single readings can be large; an effect the other way counts as inactive or inconclusive.

SMILES | Tb PFK block | KCNH2 WT inh | FBPA coupling cs | TSHR antag | MLL CXXC-DNA inh | BCR signal inh | Giardia kill | TCR activator | GALK inhibitor | AT treatment
CCOC(=O)CSc1nnc(Cn2nnc(-c3ccccc3)n2)n1CC | -9.5% | 3.9 | 0.8 | 10.0 | -5.7% | -9.8% | 4.8 | -3.0% | -0.2% | -8.5%
CCCCc1ccc(/C=C2\C(=O)ON=C2c2ccccc2)s1 | 0.4% | -1.6 | 0.4 | 2.5 | 0.7% | 9.0% | -9.8 | -2.9%[46.1 µM] | · | 2.1%
COc1ccc(/C=C2/N=C(SC3CCOC3=O)N(c3cccc(OC)c3)C2=O)cc1 (stereo not drawn) | -2.7% | 4.0 | -9.9 | 18.0 | 8.3% | 0.6% | 3.9 | 0.4%[46.1 µM] | -1.0% | 3.4%
COc1ccccc1C(=O)NC(=S)NC12CC3CC(CC(C3)C1)C2 | -1.1% | -0.7 | · | -2.8 | 18.0% | 1.3% | -4.2 | 2.2% | -2.5% | 18.9%
O=C1NC(=O)/C(=C\c2ccc(OCc3cccc([N+](=O)[O-])c3)cc2)N1 | 2.1% | 8.6 | 0.8 | -12.4 | 15.5% | 3.4% | -8.8 | 2.3% | 7.0% | 3.4%
Cc1ccc(N(CC(=O)NC2CCCC2)C(=O)CCC(=O)Nc2ccccn2)cc1C | -21.4% | -3.3 | 0.8 | 20.9 | ? | -5.1% | -11.9 | -3.5% | -0.5% | -11.7%
Cc1cc(C)c(NC(=O)COC(=O)C2CCC2)c(Cl)c1 | 4.5% | 12.2 | · | -11.1 | -11.8% | -3.3% | 17.7 | -2.8% | -0.8% | 2.8%
CCCCNC(=O)c1onc(CSc2ccccc2F)c1C(=O)O | -1.2% | 2.6 | 4.0 | 20.6 | -9.1% | ? | 2.1 | -1.9% | -4.1% | -3.0%
O=C(CNC(=O)c1ccccc1)NCC(c1ccco1)N1CCCC1 (stereo not drawn) | -2.3% | 0.1 | · | · | · | 1.2% | ? | 0.7% | · | 10.5%
Cc1ccc(C(C)C)cc1C(=O)CC1(O)C(=O)N(C)c2ccccc21 (stereo not drawn) | -4.1% | 11.5 | -0.9 | 8.1 | -0.6% | -0.1% | 14.0 | 10.6% | 5.6% | 11.1%
CC(C)(C)c1cc(NCCCn2ccnc2)n2ncc(-c3ccccc3)c2n1 | 3.2% | -2.4 | -2.5 | -3.5 | 13.4% | 22.9% | 18.9 | -2.3% | -9.2% | -2.7%
O=C(CCCOc1ccc(Cl)cc1)N1CCCCC1 | -8.7% | -4.5 | 3.0 | -13.1 | 4.2% | ? | 15.6 | 14.7% | 0.2% | 14.3%
COC(=O)C(Cc1ccccc1)NCC(=O)Nc1cccc(Cl)c1C (stereo not drawn) | 1.6% | 9.6 | -0.8 | -9.6 | 0.7% | -3.5% | -0.4 | 10.8% | -0.6% | 3.3%
O=C(CS(=O)c1cccc(C(F)(F)F)c1)Nc1ccc(Cl)cc1Cl (stereo not drawn) | 1.3% | 0.5 | -2.4 | -3.0 | -10.0% | -15.6% | 7.3 | -6.2% | -0.7% | 19.7%
COc1ccc(CN2C(=O)CS(=O)CC2=O)cc1OC | -7.5% | -5.4 | 0.2 | 0.7 | 3.3% | -1.9% | -23.6 | -1.3% | -2.2% | -5.6%
CCOc1ccc(-n2c(SCC(=O)Nc3ccc(OC)cc3)nc3sc4c(c3c2=O)CCN(C)C4)cc1 | 0.2% | -0.8 | 4.8 | -7.8 | 7.6% | -6.2% | -4.2 | 3.0% | 6.2% | -3.3%
COc1ccc(NC(=O)CSc2ccc3nnc(CCNC(=O)c4ccccc4)n3n2)cc1OC | 1.3% | 16.9 | · | 9.1 | -10.7% | 2.2% | -24.5 | 2.1% | -3.3% | 10.3%
CCCc1cc(=O)[nH]c(SC(C)C(=O)N2c3ccccc3CC2C)n1 (stereo not drawn) | -5.9% | -6.0 | · | -14.3 | · | -2.2% | 8.2 | -1.9% | · | 7.1%
Cc1cc(C)c(NC(=O)CSc2nc3ccc(NC(=O)CSc4nnnn4-c4ccccc4)cc3s2)c(C)c1 | 1.3% | 0.4 | -1.6 | 19.2 | -4.0% | ? | 5.7 | 2.1% | · | -4.3%
C=CCn1c(SC(C)C(N)=O)nc2sc(CC)cc2c1=O (stereo not drawn) | 4.8% | -4.9 | -0.4 | -11.5 | -1.7% | 1.9% | 4.1 | 0.3% | -0.6% | 2.4%
Cc1ccc(C)c(OCc2cc(C(=O)N(C)Cc3nccn3C)no2)c1 | 2.0% | 6.6 | · | 11.8 | 8.5% | 0.6% | -9.9 | · | 5.3% | 11.1%
COc1ccc(-c2nc(CS(=O)(=O)CC(=O)NC3CCCCC3C)c(C)o2)cc1 (stereo not drawn) | 1.2% | -1.2 | -0.1 | -16.1 | 6.2% | 2.9% | 14.0 | 4.8% | -0.5% | -0.9%
O=C(NCCSCc1ccco1)Nc1ccccc1 | -3.8% | -24.0 | -0.3 | -5.7 | -11.8% | 0.6% | -1.3 | · | -1.8% | -1.4%
Cc1cc(C(=O)NCc2ccc3c(c2)OCO3)c(C)o1 | 1.2% | -2.0 | 5.1 | 18.8 | 10.9% | -12.6% | -8.9 | -0.4% | -0.8% | -11.8%
Cc1nc2ccccc2nc1CSc1nnc(N)s1 | 0.6% | -43.5 | 1.0 | -3.8 | -1.1% | ? | 9.4 | 7.5% | -4.4% | -0.7%

More structures follow.
SMILES | Tb PFK block | KCNH2 WT inh | FBPA coupling cs | TSHR antag | MLL CXXC-DNA inh | BCR signal inh | Giardia kill | TCR activator | GALK inhibitor | AT treatment
CCNc1nc(NC(C)C)nc(NS(=O)(=O)c2ccc(C)cc2)n1 | -0.3% | 3.5 | -22.1 | 36.8 | 10.8% | 2.1% | 25.3 | -3.0% | -7.5% | -10.0%
CC(C)n1ncc2c(C(=O)Nc3cccc(C#N)c3)cc(C3CC3)nc21 | 7.6% | -0.6 | · | -32.5 | · | ? | 8.3 | -1.8% | · | 19.1%
COCCN(CC(=O)Nc1cccc(C)c1C)C(=O)Cc1sc(C)nc1-c1ccc(F)cc1 | 0.0% | 0.0 | · | -1.6 | · | -8.2% | 8.4 | -13.3% | · | 6.0%
CCCc1c(C)[nH]c2ccccc2c1=O | -4.1% | -7.8 | 0.4 | 2.7 | -3.6% | 0.1% | -2.4 | 6.0% | 1.3% | ·
COc1ccc(/C=N/NC(=O)CCC(=O)Nc2ccccc2)cc1OC | 3.0% | 16.8 | -0.6 | 5.1 | -1.6% | -6.2% | -1.1 | -3.2%[46.1 µM] | 0.4% | 3.2%
Cc1ccc(Cn2nnc3c(=O)[nH]c(C4CCN(S(=O)(=O)c5ccc(C)cc5)CC4)nc32)cc1 | 1.5% | -7.1 | -3.0 | -3.9 | -5.8% | ? | 3.0 | -3.9% | 0.7% | ·
COc1cc2sc(-c3ccccc3OC)c(-c3ccc(O)cc3)c2cc1OC | 1.4% | · | · | 31.1 | · | ? | ? | 11.1% | · | 1.3%
COC(=O)c1ccc(N2C(=O)C3CC(C)=C(C)CC3C2=O)cc1 (stereo not drawn) | 0.2% | -5.6 | 5.3 | 6.0 | 3.3% | -3.9% | -5.6 | 2.2% | 14.6% | -0.5%
CC(=O)N=Cc1c(C)c(C#N)c(=O)n(C)c1O | ? | 1.5 | -51.4* | -3.8 | 1.9% | -10.2% | -9.2 | 1.4% | -2.2% | -6.8%
CC1(C)Cc2c(sc(NC(=O)COc3ccccc3)c2C#N)C(C)(C)N1 | -0.6% | -18.5 | 0.6 | 17.5 | 0.4% | 4.0% | -1.4 | -4.2% | 1.0% | -4.8%[11.5 µM]
O=C(CN1C(=O)CCS(=O)(=O)c2ccccc21)Nc1cccc(F)c1 | · | 15.5 | 2.0 | · | -11.7% | · | 0.8 | 1.7% | 3.4% | ·
Cc1ccc(OCC(=O)N2CCC(Cc3ccccc3)CC2)c([N+](=O)[O-])n1 | -5.4% | -16.8 | · | -0.1 | · | -5.5% | ? | 9.1% | · | -7.7%
COc1ccccc1N1CCN(C(=O)c2sc3nc(-c4ccccc4)cn3c2C)CC1 | 6.6% | 9.8 | 3.1 | 3.7 | -1.2% | ? | 10.7 | -0.1% | 0.2% | 4.2%
Cc1ccccc1-n1c(SCC(=O)Nc2ccc3c(c2)OCO3)nnc1-c1ccccn1 | -2.5% | 13.3 | -0.4 | 1.5 | -12.9% | ? | -1.5 | 1.8%[46.1 µM] | -2.0% | ·
COc1ccc(C(=O)Nc2ccc(N3CCOCC3)cc2)cc1S(=O)(=O)N1CCCC1 | -5.3% | -5.0 | · | -10.4 | · | -14.4% | 3.1 | 2.7% | · | 0.2%
